POLK inh: blocks human DNA polymerase kappa activity; Q9UBT6; purified Pol kappa, fluorescent DNA synthesis assay, 10 min; Potency, µM (doses to about 107 µM), for the others: top-dose activity, negative = inhibition, most hits filed as inhibitors; 0.53% of 400,000 active; also: potency is read from the fitted curve at half-maximal effect; % is scaled to controls: 0 for no effect and ±100 for the full control effect
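First, compounds were pin-transferred onto 10 nM Pol kappa. After 15 min at room temperature, substrate was added to 50 nM final. Fluorescence was then measured kinetically at 0 and 10 min.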
POLB inh: DNA polymerase beta (human) inhibition | AID 485314 | Potency, µM (series often up to 114 µM), for inactives: at the top dose activity change, negative = inhibition, usual class: inhibitors | P06746 | Pol beta primer extension/strand displacement, fluorescence kinetic | 1.3% of 340,000 active; also: potency is read from the fitted curve at half-maximal effect; % is scaled to controls: 0 for no effect and ±100 for the full control effect
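Homogeneous kinetic assay of primer extension and strand displacement by 10 nM Pol beta, preincubated 15 min at room temperature with compound before 50 nM substrate (final) was added. Read at 0 and 10 min; four-parameter Hill fit.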
PGK inhibitor: T. brucei PGK inhibition. P07378. PGK/GAPDH coupled, Kinase-Glo luminescence, 60 min. Potency, µM (doses to about 57.5 µM), for inactives: top-dose activity change, negative = inhibition, hits mostly inhibitors. 0.043% of 380,000 active. AID 602233; also: potency is read from the fitted curve at half-maximal effect; % is scaled to controls: 0 for no effect and ±100 for the full control effect; nearly all actives have a fitted effect of over 60% in size
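Recombinant glycosomal PGK reaction used 1,3-bisphosphoglycerate generated in-well by GAPDH (100nM final) in 100mM TEA pH 7.6, 5mM MgCl2, 0.01% Tween-20. After 60 minutes at room temperature, ATP was read by Kinase-Glo Plus luminescence end-point.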
Pol iota inh: DNA polymerase iota (human) inhibition. Pol iota fluorescent replication assay, 10 min. Potency, µM (highest dose often 115 µM), for inactives: at the highest dose activity, negative = inhibition, actives largely listed as inhibitors. 1% of 390,000 active. AID 588590; also: potency is read from the fitted curve at half-maximal effect
Target sequence (Q9UNA4 whole entry, looked up): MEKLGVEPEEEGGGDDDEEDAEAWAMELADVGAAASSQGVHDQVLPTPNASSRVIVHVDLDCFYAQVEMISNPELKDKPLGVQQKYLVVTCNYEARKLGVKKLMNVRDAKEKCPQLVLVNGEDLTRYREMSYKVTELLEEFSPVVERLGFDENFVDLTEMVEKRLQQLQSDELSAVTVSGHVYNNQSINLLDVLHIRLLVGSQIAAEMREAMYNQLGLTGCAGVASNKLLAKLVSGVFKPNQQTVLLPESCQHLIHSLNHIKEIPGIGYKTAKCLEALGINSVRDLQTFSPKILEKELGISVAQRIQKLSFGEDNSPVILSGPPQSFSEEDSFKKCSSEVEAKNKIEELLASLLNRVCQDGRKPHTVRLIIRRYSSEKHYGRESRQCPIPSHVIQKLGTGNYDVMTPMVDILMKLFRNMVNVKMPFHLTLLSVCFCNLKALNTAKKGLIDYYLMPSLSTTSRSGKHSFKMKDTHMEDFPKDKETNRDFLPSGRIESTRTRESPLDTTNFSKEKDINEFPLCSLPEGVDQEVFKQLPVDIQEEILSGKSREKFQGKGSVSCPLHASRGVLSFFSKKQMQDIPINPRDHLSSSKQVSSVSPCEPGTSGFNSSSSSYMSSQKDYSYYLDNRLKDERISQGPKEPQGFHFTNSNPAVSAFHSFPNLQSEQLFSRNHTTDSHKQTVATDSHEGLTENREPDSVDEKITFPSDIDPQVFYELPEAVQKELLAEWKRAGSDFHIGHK
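Pol iota at 10 nM preincubated 15 min with compounds at room temperature; reaction started with fluorescent substrate, 50 nM final. Fluorescence read kinetically at 0 and 10 min; buffer-only wells as negative control.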
Apoferritin bind: binds horse apoferritin like a general anesthetic; AID 485281; apoferritin/1-aminoanthracene competitive binding, fluorescence; P02791; 0.074% of 350,000 active; Potency, µM (series often up to 77.5 µM), without a hit: at the top dose activity change, negative = displacement, hits mostly inhibitors; also: potency is read from the fitted curve at half-maximal effect; % is scaled to controls: 0 for no effect and ±100 for the full control effect; nearly all actives have a fitted effect of over 20% in size
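Probe: 1-aminoanthracene (50% saturated, PBS). Protein: horse-spleen apoferritin, 10 uM. Incubation: 10 min, room temperature. Detection: 380 nm excitation, 535 nm emission. Analysis: normalized response, four-parameter Hill.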
BLM helicase inh: Bloom syndrome helicase (human) inhibition | 0.2% of 350,000 active | recombinant BLM DNA unwinding, fluorescence dequenching | P54132 | Potency, µM (titrated, usually from 56.1 µM), for the others: at the top dose activity change, negative = inhibition, usual class: inhibitors | AID 2528;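 also: potency is read from the fitted curve at half-maximal effect; plate controls were vehicle for no effect and no enzyme for full effect; nearly all actives have a fitted effect of over 35% in size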
Pol eta inh: inhibitors of human DNA polymerase eta. Q9Y253. recombinant Pol eta, fluorescent DNA replication assay. Potency, µM (doses to about 114 µM), for the others: at the top dose activity change, negative = inhibition, most hits filed as inhibitors. 1.2% of 390,000 active. AID 588591; also: potency is read from the fitted curve at half-maximal effect; % is scaled to controls: 0 for no effect and ±100 for the full control effect
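Fluorescent replication assay: 50 nM final substrate added after a 15 min room-temperature compound preincubation with 10 nM enzyme. Signal taken at 0 min and again at 10 min.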
APE1 inh: blocks human APE1 abasic DNA cleavage. 0.35% of 350,000 active. recombinant APE1, TAMRA/BHQ-2 abasic DNA cleavage fluorescence. Potency, µM (titrated, usually from 65.8 µM), without a hit: at the highest dose activity change, negative = inhibition, actives largely listed as inhibitors;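 also: potency is read from the fitted curve at half-maximal effect; plate controls were vehicle for no effect and reference inhibitor for full effect; nearly all actives have a fitted effect of over 55% in size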
Target sequence (P27695 whole entry, looked up): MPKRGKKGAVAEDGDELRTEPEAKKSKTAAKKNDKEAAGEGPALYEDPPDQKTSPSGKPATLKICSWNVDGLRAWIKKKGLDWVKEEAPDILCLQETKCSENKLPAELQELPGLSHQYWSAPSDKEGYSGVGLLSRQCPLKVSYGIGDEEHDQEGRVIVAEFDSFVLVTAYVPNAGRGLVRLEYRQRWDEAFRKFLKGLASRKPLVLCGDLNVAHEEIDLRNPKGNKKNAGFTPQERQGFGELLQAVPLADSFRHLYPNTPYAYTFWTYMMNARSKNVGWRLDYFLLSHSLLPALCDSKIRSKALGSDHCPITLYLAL
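Enzyme (0.75 nM final) and test compound are incubated 15 min at room temperature before adding 50 nM quenched THF abasic-site duplex. Cleavage dequenches TAMRA, followed at 525/598 nm over three reads one minute apart.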
RXFP1 antag: antagonists of human relaxin receptor RXFP1. HEK293-RXFP1, relaxin-stimulated cAMP HTRF, 30 min; stronger effect = lower value. activity change, negative = inhibition, % at 57.5 µM. 0.59% of 350,000 active. AID 1259400;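 active = activity change of -60% or lower, but not beyond a set lower limit; inconclusive = change between -60% and -40%, or beyond the set limit; inactive = change above -40%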; also: % is scaled to controls: 0 for no effect and ±100 for the full control effect
Active calls of the source: *; [ ] = dose if it differs, or a comment. Unless noted, calls follow the shape of the dose curve; as a rule, active = well fitted curve in the direction sought with a large enough effect; inconclusive = small, poorly fitted or top-dose-only effect, or another doubt; inactive = no such curve, though single readings can be large; an effect the other way counts as inactive or inconclusive.

`CCOC(=O)CN1C(=O)N[C@@H](CCc2ccccc2)[C@H](C(C)=O)[C@H]1C` gave POLK inh 1%, PGK inhibitor -8%, Pol iota inh -21%, BLM helicase inh 0%[12.4 µM], Pol eta inh 1% and APE1 inh 14%[12.4 µM].
For CCn1c2ccccc2c2cc(NC(=O)COc3ccc(C)c(C)c3)ccc21 the results were POLK inh 8%, POLB inh 1%, PGK inhibitor -3%, Pol iota inh 20%, Apoferritin bind -9%, BLM helicase inh -6%, Pol eta inh -15% and RXFP1 antag -11.
CC(O)[C@H]1CN=C(N)N1CCCCC1CCCCC1 (stereo partly drawn) was read as POLK inh -4%, POLB inh -17%, PGK inhibitor -11%, Pol iota inh 2%, Apoferritin bind 0%, BLM helicase inh 0%, Pol eta inh 0% and APE1 inh 1%.
Cc1ccc(C)n1-c1nnc(N2CCCC(C(=O)NCc3cccc(Cl)c3)C2)s1 (stereo not drawn) was read as POLK inh -8%, POLB inh 10%, Pol iota inh -13%, Apoferritin bind -10%, BLM helicase inh -5% and RXFP1 antag -4.
Screening CC12CCC(=O)N1C(C(=O)NCCN1C(=O)S/C(=C\c3ccc(OC(F)F)cc3)C1=O)CS2 (stereo not drawn) returned POLK inh -7%, PGK inhibitor inactive, Pol iota inh -4%, Pol eta inh -17%, APE1 inh 1% and RXFP1 antag -8.
`Cc1cccc(-n2c(=O)c3c(c4cc(C)ccc4n3C)n(C)c2=O)c1` gave POLK inh -9%, POLB inh 2%, PGK inhibitor -3%, Pol iota inh -1%, Apoferritin bind 1%, BLM helicase inh -6% and Pol eta inh -1%.
O=C1COc2ccc(C(=O)CSc3nnc(NCc4ccccc4)s3)cc2N1 was read as POLK inh 3%, POLB inh -1%, PGK inhibitor inactive, Pol iota inh -4%, Apoferritin bind inconclusive, BLM helicase inh -14%, Pol eta inh 3%, APE1 inh -3% and RXFP1 antag -7.
O=C(O)CCc1nc2cc3ccccc3cc2[nH]1 was read as POLK inh -6%, POLB inh 2%, PGK inhibitor -7%, Pol iota inh 12%, Apoferritin bind 0%, BLM helicase inh -4%, Pol eta inh -20%, APE1 inh inconclusive and RXFP1 antag 15.
Cc1ccc(C)c(N2CCN(CCCNC(=O)Nc3ccc(Cl)cc3)CC2)c1 was read as POLK inh -5%, POLB inh inconclusive, PGK inhibitor -9%, Pol iota inh 2%, Apoferritin bind -16%, BLM helicase inh -4%, Pol eta inh -18% and RXFP1 antag -29.
`N#CCCN(C(=O)COC(=O)c1ccc(S(=O)(=O)N2CCCCCC2)cc1)c1ccccc1` gave POLK inh -12%, PGK inhibitor 1%, Pol iota inh 14%, Pol eta inh -32%, APE1 inh 13% and RXFP1 antag 2.
For COCCn1c(SCC(=O)Nc2nnc(C)s2)nnc1-c1cc2ccccc2cc1O the results were POLK inh -13%, POLB inh -3%, PGK inhibitor -4%, Pol iota inh -3%, Apoferritin bind inconclusive, BLM helicase inh 8%, Pol eta inh 5%, APE1 inh -2% and RXFP1 antag 9.
For Cn1c(=O)[nH]c(=O)c2c1nc(CN1CCOCC1)n2CCCc1ccccc1 the results were POLK inh 6%, POLB inh 19%, PGK inhibitor inactive, Pol iota inh 20%, Apoferritin bind 0%, BLM helicase inh 0%, Pol eta inh -22%, APE1 inh 1% and RXFP1 antag 0.
`O=C(O)CCC(=O)Nc1ccc(N2CCCCCC2)cc1` gave POLK inh -17%, POLB inh 4%, PGK inhibitor -2%, Pol iota inh 8%, Apoferritin bind -1%, BLM helicase inh -1%, Pol eta inh -13% and APE1 inh -4%.
For COC(=O)c1ccccc1N1CCS(=O)(=O)CC1 the results were POLK inh 8%, POLB inh -13%, PGK inhibitor -4%, Pol iota inh -5%, Apoferritin bind -5%, BLM helicase inh -3%, Pol eta inh -10%, APE1 inh 1% and RXFP1 antag 16.
Screening CC(Sc1nc2c(c(=O)[nH]1)CCCC2)C(=O)Nc1ccc(S(N)(=O)=O)cc1 (stereo not drawn) returned POLK inh -7%, POLB inh 0%, PGK inhibitor -4%, Pol iota inh -5%, Apoferritin bind -2%, BLM helicase inh 1%, Pol eta inh -6%, APE1 inh 3% and RXFP1 antag -9.
Cc1cc(C)cc(NC(=O)Nn2cnnc2)c1 was read as POLK inh 5%, POLB inh 50%, PGK inhibitor -6%, Pol iota inh 31%[activator], Apoferritin bind -9%, BLM helicase inh 0%, Pol eta inh -18%, APE1 inh 6% and RXFP1 antag -2.
Screening CS(=O)(=O)N1CCC(C(=O)Nc2cc(Cl)c(Cl)cc2Cl)CC1 returned POLK inh -1%, POLB inh 55%, PGK inhibitor -4%, Pol iota inh 41%[activator], Apoferritin bind -14%, BLM helicase inh 1%, Pol eta inh -16%, APE1 inh 0% and RXFP1 antag 12.
Screening COc1ccccc1C(=O)Nc1ccc(C(=O)OCc2cc(=O)n3nc(C)sc3n2)cc1 returned POLK inh -13%[60.1 µM], POLB inh 2%, PGK inhibitor 0%, Pol iota inh -7%, Apoferritin bind 56%[activator], BLM helicase inh 1%, Pol eta inh -5% and RXFP1 antag 8.
`CC1Cc2ccccc2N1C(=S)NC(=O)c1ccc(Cl)cc1Cl` (stereo not drawn) gave POLK inh 7%, POLB inh 6%[57.1 µM], PGK inhibitor -4%, Pol iota inh 20%, Apoferritin bind -23%, BLM helicase inh -1%, Pol eta inh -18% and APE1 inh 2%.
For Cc1cc(=O)[nH]c2c(C)cc(S(=O)(=O)Nc3ccc(O)cc3)cc12 the results were POLK inh -9%, POLB inh 28%, PGK inhibitor 0%, Pol iota inh 1%, Apoferritin bind 6%, BLM helicase inh 4%, Pol eta inh -5%, APE1 inh -3% and RXFP1 antag -5.
COc1ccccc1NC(=O)c1ncoc1-c1ccco1 was read as POLK inh -8%[60.1 µM], POLB inh 3%, PGK inhibitor 0%, Pol iota inh -7%, Apoferritin bind 31%[activator], BLM helicase inh -2% and Pol eta inh -2%.
`CC1O[C@@H](OC2C(O)C(C)O[C@H](OC(=O)[C@]34CCC(C)(C)C[C@H]3C3=CCC5[C@@]6(C)CC(O)C(O[C@@H]7OC(CO)C(O)[C@@H](O)[C@@H]7O)[C@@](C)(C(=O)O)C6CC[C@@]5(C)[C@]3(CO)CC4)C2O[C@H]2OC(C)[C@@H](O[C@@H]3OCC(O[C@@H]4OC(CO)C(O)[C@H](O)C4O)[C@@H](O)[C@@H]3O)[C@H](O)C2O)C(O)C(O)C1O` (stereo partly drawn) gave POLK inh 5%, PGK inhibitor 2%, Pol iota inh inconclusive, Pol eta inh -2% and APE1 inh 27%.
For O=C(c1ccc2c(c1)N(Cc1ccc(Cl)cc1)C(=O)c1ccccc1S2=O)N1CCOCC1 (stereo not drawn) the results were POLK inh -21%, POLB inh -2%, PGK inhibitor 6%, Pol iota inh 9%, Apoferritin bind -1%, BLM helicase inh -3% and Pol eta inh -13%.
For CCC(Oc1ccccc1)C(=O)N1CCN(CC)CC1 (stereo not drawn) the results were POLK inh 0%, POLB inh -16%, PGK inhibitor -6%, Pol iota inh -3%, Apoferritin bind -13%, BLM helicase inh -3%, Pol eta inh -9%, APE1 inh 4% and RXFP1 antag -13.
Screening Nc1nc(C2CC2)c(Sc2sc(N)nc2C2CC2)s1 returned POLK inh -26%, POLB inh -8%, PGK inhibitor -5%, Pol iota inh -4%, Apoferritin bind -17%, BLM helicase inh -8%, Pol eta inh -22%, APE1 inh -12% and RXFP1 antag -12.
`CCOC(=O)c1ccc(NC(=O)C2(c3ccc(OC)cc3)CCCC2)cc1` gave POLK inh -12%, POLB inh -23%, PGK inhibitor -10%, Pol iota inh 9%, Apoferritin bind -2%, BLM helicase inh -11%, Pol eta inh -22%, APE1 inh -6% and RXFP1 antag -15.
CC(C)CCN1NC2(CCCC(C)C2)NC1=S (stereo not drawn) was read as POLK inh -7%, POLB inh 13%, PGK inhibitor inactive, Pol iota inh 29%, Apoferritin bind -13%, BLM helicase inh 2%, Pol eta inh -14%, APE1 inh -3% and RXFP1 antag -16.
O=C(CNC(=O)OCc1ccccc1)NC1CCCCCC1 was read as POLK inh -10%, POLB inh -2%, PGK inhibitor 11%, Pol iota inh 17%, Apoferritin bind inconclusive, BLM helicase inh -3%, Pol eta inh -13%, APE1 inh 4% and RXFP1 antag 14.
Screening CC(C)Cn1c(-c2ccc(Cl)cc2)cnc1SCC(=O)N1CCOCC1 returned POLK inh -8%, POLB inh 11%, PGK inhibitor -1%, Pol iota inh 10%, Apoferritin bind -11%, BLM helicase inh -5%, Pol eta inh -6%, APE1 inh -1% and RXFP1 antag 0.
`CS(=O)(=O)N(CC(=O)N1CCc2ccccc2C1)c1cccc(Br)c1` gave POLK inh 10%, PGK inhibitor -13%, Pol iota inh 13%, Pol eta inh inconclusive and RXFP1 antag 0.

Retrieved by structure from the entries so far (4):
`CS(=O)(=O)N(CC(=O)N1CCc2ccccc2C1)c1cccc(Br)c1` gave POLK inh 10%, PGK inhibitor -13%, Pol iota inh 13%, Pol eta inh inconclusive and RXFP1 antag 0.
Screening CC(C)Cn1c(-c2ccc(Cl)cc2)cnc1SCC(=O)N1CCOCC1 returned POLK inh -8%, POLB inh 11%, PGK inhibitor -1%, Pol iota inh 10%, Apoferritin bind -11%, BLM helicase inh -5%, Pol eta inh -6%, APE1 inh -1% and RXFP1 antag 0.
`CC1O[C@@H](OC2C(O)C(C)O[C@H](OC(=O)[C@]34CCC(C)(C)C[C@H]3C3=CCC5[C@@]6(C)CC(O)C(O[C@@H]7OC(CO)C(O)[C@@H](O)[C@@H]7O)[C@@](C)(C(=O)O)C6CC[C@@]5(C)[C@]3(CO)CC4)C2O[C@H]2OC(C)[C@@H](O[C@@H]3OCC(O[C@@H]4OC(CO)C(O)[C@H](O)C4O)[C@@H](O)[C@@H]3O)[C@H](O)C2O)C(O)C(O)C1O` (stereo partly drawn) gave POLK inh 5%, PGK inhibitor 2%, Pol iota inh inconclusive, Pol eta inh -2% and APE1 inh 27%.
CC(C)CCN1NC2(CCCC(C)C2)NC1=S (stereo not drawn) was read as POLK inh -7%, POLB inh 13%, PGK inhibitor inactive, Pol iota inh 29%, Apoferritin bind -13%, BLM helicase inh 2%, Pol eta inh -14%, APE1 inh -3% and RXFP1 antag -16.

Screening results: PubChem BioAssay, National Center for Advancing Translational Sciences (NCATS)

This is a subset; count on the stated rates, not on these rows.
